LYP phosphatase: PTPN22 lymphoid phosphatase activity blockers – biochemical, fluorescence intensity, uHTS (AID 1779) | hit rate 0.054% among 290,000 | recombinant LYP phosphatase, fluorescence intensity; higher % means a stronger effect | inhibition, % at 11.5 µM, or IC50 in µM where a hit was titrated;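 also: plate controls were vehicle with enzyme for no effect and no enzyme for full effect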
human PMI inhibition: inhibitors of human PMI, primary screen, biochemical, fluorescence intensity, coupled assay (AID 1209) | hit rate 0.42% among 190,000 | inhibition, % at 20 µM; hits with a dose series show IC50 in µM | purified PMI enzyme, coupled fluorescence intensity; higher % means a stronger effect;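 also: plate controls were DMSO vehicle for no effect and wells lacking substrate for full effect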
M17LAP inhibition: P. falciparum M17LAP inhibitors, primary screen, biochemical, fluorogenic H-Leu-NHMec substrate, 1536-well (AID 1619); recombinant M17LAP, H-Leu-NHMec fluorogenic kinetic assay; higher % means a stronger effect; one-dose inhibition, % at 30 µM; IC50 in µM for titrated hits; hit rate 0.38% among 220,000;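 active = compound inhibiting the enzyme by more than half at any dose during confirmatory dose-response retesting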;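 also: plate controls were full reaction with DMSO carrier for no effect and no enzyme background for full effect; strong numbers were not always called active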
XIAP displacement: small molecules displacing peptide from XIAP – biochemical, IAP family, fluorescence polarization (AID 1018); XIAP BIR domain, fluorescence polarization peptide displacement; higher % means a stronger effect; displacement, % at 20 µM; hits with a dose series show IC50 in µM; hit rate 0.007% among 200,000; in the data active = displacement above about 50%; also: a part of the inactive calls stands beside numbers as strong as those of hits
Yfh1-off respiration: enhancers of respiration in Yfh1-depleted yeast, dose response, Friedreich's ataxia, plus single-dose screen (AID 1465). S. cerevisiae Yfh1-off respiration, WST-1 reduction, 72 h; higher fold induction means a stronger effect. fold induction at 50 µM, or EC50 in µM where a hit was titrated. hit rate 0.074% among 220,000;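 active = fold induction of absorbance versus untreated yeast above a set limit, then at least 30% activation at any dose in follow-up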;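 also: activators that raise dye reduction in frataxin-depleted yeast; strong numbers were not always called active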
M1AAP inhibition: P. falciparum M1AAP inhibitors, biochemical, fluorogenic H-Leu-NHMec substrate, 1536-well (AID 1445); recombinant M1AAP, H-Leu-NHMec fluorogenic kinetic assay; higher % means a stronger effect; inhibition, % at 30 µM; hits with a dose series show IC50 in µM; hit rate 0.42% among 220,000;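 active = primary inhibition above the hit cutoff, then over 50% inhibition at one or more dose response concentrations, cut at about 23% in these data, passing the limit was not always enough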;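 also: plate controls were DMSO full reaction for no effect and no enzyme background for full effect; strong numbers were not always called active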
human PMI inhibitors: human PMI inhibitors, high substrate, primary screen, biochemical, fluorescence intensity, high mannose 6-phosphate (AID 1220); recombinant PMI enzyme, coupled fluorescence intensity; higher % means a stronger effect; one-dose inhibition, % at 20 µM; IC50 in µM for titrated hits; hit rate 0.66% among 190,000
TNAP activation fold: human TNAP enzyme activators, primary screen, biochemical, luminescent, no phosphate acceptor, uHTS (AID 1001); activation fold at 20 µM, or EC50 in µM where a hit was titrated; hit rate 0.03% among 200,000; purified TNAP, luminescent activation assay, no phosphate acceptor; higher activation fold means a stronger effect; in the data active = activation fold from about 3, or a potency from the dose series; inactive = the rest, 99 in 100 with activation fold below about 1.6; also: many of its hits are not listed in these tables
WT yeast gro inh: growth inhibition of WT yeast, mitochondrial fusion screen; mitochondrial fusion phenotypic screen, WT strain; inhibition, % at 10 µM; hit rate 2.1% among 190,000; in the data active = inhibition above about 58%; tested in S. cerevisiae
WT yeast gro inh mutant strain: further read-out of WT yeast gro inh, marked with its call; inhibition, %; mitochondrial fusion phenotypic screen, mutant strain inhibition
The depositor's hits bear a star; i = inactive; nt = no result given. Rule as the data show it, unless noted: active = inhibition above about 50%; inactive = the rest.

SMILES	LYP phosphatase	human PMI inhibition	M17LAP inhibition	XIAP displacement	Yfh1-off respiration	M1AAP inhibition	human PMI inhibitors	TNAP activation fold	WT yeast gro inh	WT yeast gro inh mutant strain
CC1CC(C)CN(CCCNC(=O)C2CCN(c3ncnc4c3sc3cccc(F)c34)CC2)C1 (stereo not given)	-5%	nt	16%	nt	i	1%	nt	nt	nt	nt
C=CCOc1ccc(/C=C2\SC(=S)N(N3CCOCC3)C2=O)cc1	-2%	nt	0%	nt	i	-3%	nt	nt	nt	nt
COc1cc(OC)cc(C(=O)Nc2nnc(Cc3ccc(OC)c(OC)c3)s2)c1	-5%	-1%	2%	-0.4%	i	7%	-4%	1.1	13	8
CCCCN(C(=O)Nc1ccc(Cl)cc1)C1CCN(C(C)=O)CC1	-1%	-21%	4%	-5.0%	i	-7%	-21%	0.7	-18	-2
NC(=O)c1cc2ccc(O)cc2oc1=NCc1ccccc1	-57%	-2%	-138%	-3.2%	i	12%	-2%	1.2	-8	-10
O=C(O)CCC(=O)Nc1ccc(/C=C/C(=O)C2CC2)cc1	1%	nt	37%	-0.7%	i	12%	nt	1.1	2	-1
COc1ccc(-c2noc(CCC(=O)N(C)c3cccc(C)c3)n2)cc1	1%	-2%	9%	-2.3%	i	-23%	-3%	1.1	14	15
CCOC(=O)Cn1ncc2c(=O)oc3ccccc3c21	-5%	13%	-4%	0.3%	i	1%	10%	1.1	-4	-27
CC(=O)Nc1ccccc1C(=O)C(=O)Nc1cccc(C(=O)NCC2CCCO2)c1 (stereo not given)	-7%	-12%	16%	-6.9%	i	2%	-15%	1	3	-11
Cc1cc(SCC(=O)Nc2ccc(O)cc2)n2ncc(-c3ccccc3)c2n1	-6%	nt	-8%	nt	i	2%	nt	nt	nt	nt
Nn1c(SCc2ccccc2)nc2c(cnn2-c2ccccc2)c1=O	-7%	11%	18%	-0.6%	i	7%	5%	1	-16	-6
CC1CCCCN1CCNC(=O)C1CCN(S(=O)(=O)c2cccc3cccnc23)CC1 (stereo not given)	-1%	8%	1%	-3.9%	i	0%	2%	1.1	-4	-3
Cc1cc(C)n(-c2cc(-n3nc(C)cc3C)ncn2)n1	-4%	3%	-10%	-1.6%	i	8%	2%	1.1	25	37
Cc1csc2ncc(C(=O)N3CCCc4ccccc43)c(=O)n12	-4%	14%	14%	-1.3%	i	12%	8%	1	-16	-14
CC(C)(C)c1ccc(C(=O)Oc2ccc3c(c2)OCC3=O)cc1	4%	5%	14%	-4.5%	i	3%	2%	1.1	21	4
O=C(OCn1nnc2ccccc2c1=O)c1ccco1	-6%	18%	10%	-5.8%	i	4%	17%	1.1	-14	-31
CCNC(=O)NCCc1c[nH]c2ccc(Cl)cc12	-4%	-7%	-4%	-7.8%	i	3%	-7%	1.1	18	0
CCOC(=O)c1c(N)sc2c(NC(C)=O)cccc12	2%	5%	9%	-5.1%	i	-8%	-4%	1.1	-2	-6
Cc1nc(CS(=O)(=O)c2ccccn2)sc1C(=O)NNC(=O)c1c(F)cccc1Cl	-5%	nt	8%	nt	i	1%	nt	nt	nt	nt
O=C1C2C(c3cccc(/C=C/c4ccccc4)c3)CC=CC2C(c2ccc3ccccc3c2)N1Cc1ccccc1 (stereo not given)	-8%	nt	-1%	nt	i	1%	nt	nt	nt	nt
CCCn1nc(C(=O)OCC(=O)c2c(N)n(C)c(=O)n(C)c2=O)c2ccccc2c1=O	1%	-4%	-2%	-8.6%	i	-4%	-3%	1.1	-11	13
COc1ccc(NC(=S)Nc2cccc(C(F)(F)F)c2)c(C)c1	-2%	-4%	-7%	-2.8%	i	1%	0%	1.1	28	25
CC(C)NC(=O)CCCc1cn(C)c2ccccc12	-9%	-1%	-3%	-3.2%	i	3%	3%	1	-2	4
O=C(NCc1ccc(F)cc1)c1cnn2ccccc12	-13%	-5%	-8%	-5.6%	i	12%	0%	1.1	-12	-17
Cc1nc2ccc(S(=O)(=O)NC(C(=O)N3CCCCCC3)C(C)C)cc2s1 (stereo not given)	-9%	-6%	7%	-2.9%	i	14%	-7%	1	1	0

Some of the entries so far, with values under each structure.
The line under a structure holds: LYP phosphatase	human PMI inhibition	M17LAP inhibition	XIAP displacement	Yfh1-off respiration	M1AAP inhibition	human PMI inhibitors	TNAP activation fold	WT yeast gro inh	WT yeast gro inh mutant strain
CC1CCCCN1CCNC(=O)C1CCN(S(=O)(=O)c2cccc3cccnc23)CC1 (stereo not given)
→ -1%	8%	1%	-3.9%	i	0%	2%	1.1	-4	-3
O=C(O)CCC(=O)Nc1ccc(/C=C/C(=O)C2CC2)cc1
→ 1%	nt	37%	-0.7%	i	12%	nt	1.1	2	-1

(next part)
SMILES	LYP phosphatase	human PMI inhibition	M17LAP inhibition	XIAP displacement	Yfh1-off respiration	M1AAP inhibition	human PMI inhibitors	TNAP activation fold	WT yeast gro inh	WT yeast gro inh mutant strain
C=CCNC(=O)C1CC(=O)N(c2ccc(OCC(=O)Nc3cccc(OC)c3)cc2)C1 (stereo not given)	-2%	5%	-3%	-7.1%	i	-4%	1%	1.1	4	10
O=C(Nc1ccc2c3c(cccc13)CC2)c1ccco1	-1%	16%	6%	-1.1%	i	-1%	38%	1.2	4	3
CCN(CCCn1c(=S)[nH]c2ccc(N3CCOCC3)cc2c1=O)c1ccccc1	-5%	-26%	-8%	-9.0%	i	3%	-11%	1	-6	13
COc1cc(C(=O)N/C(=C\c2cn(S(=O)(=O)N(C)C)c3ccccc23)C(=O)NCCCO)cc(OC)c1OC	-3%	4%	22%	-5.1%	i	13%	-5%	1	8	-1
CCN(CC)S(=O)(=O)c1ccc2[nH]cc(C(=O)NCCN3CCCCCC3)c(=O)c2c1	-5%	-5%	-12%	-8.4%	nt	10%	-9%	1	-8	-13
O=C1C2C3C=CC(C2C(=O)N1C1CCCCC1)C1C(=O)N(C2CCCCC2)C(=O)C31 (stereo not given)	2%	7%	5%	-0.7%	i	-4%	7%	1	9	22
CC12CCC(C(=O)Nc3ccccc3Cl)([C@H](Br)C1=O)C2(C)C (stereo not given in full)	-1%	nt	12%	nt	i	8%	nt	nt	nt	nt
Cc1ccc(NC(=O)c2ocnc2C)cc1Cl	-4%	5%	4%	-2.0%	i	6%	5%	1.1	-13	-11
Brc1cccc(-c2nnc(SCc3nc4ccccc4[nH]3)o2)c1	1%	-22%	0%	-0.8%	nt	-1%	-27%	1.1	56	59
O=C(NCc1ccco1)C1CCCN(S(=O)(=O)c2cccc3cccnc23)C1 (stereo not given)	-5%	8%	12%	-5.9%	i	10%	9%	1.1	6	3
CCOc1cc2oc(=O)c3c(c2cc1Cl)CCC3	-3%	19%	-7%	-5.8%	i	0%	13%	1.1	3	-10
COc1ccc(N=CC2=C(O)CC(C)(C)CC2=O)cc1OC	1%	nt	15%	nt	i	12%	nt	nt	nt	nt
COc1ccc(-c2noc(-c3ccccc3Cl)n2)cc1OC	-3%	12%	15%	-10%	i	8%	11%	1.1	-3	16
O=c1[nH]c2cc(Cl)ccc2n1-c1ccccc1	-6%	9%	1%	1.4%	i	0%	1%	0.3	-25	-5
O=C(Cn1nc(Cc2cccnc2)c2ccccc2c1=O)N1CCN(c2ccccn2)CC1	-8%	-3%	4%	-1.2%	i	2%	-5%	1.1	6	4
CCOC(=O)c1ccc(NC(=O)Nc2ccc(Cl)cn2)cc1	-7%	-14%	-3%	-12%	i	1%	0%	1.1	-17	-8
CCOc1cc(NC(=S)NCCOC)c(OCC)cc1NC(=O)c1ccco1	-3%	11%	3%	-5.3%	i	1%	23%	1.1	2	1
CC(C)CNC(=O)c1cc([N+](=O)[O-])ccc1N1CCCCC1	-9%	0%	1%	-7.6%	i	8%	39%	0.8	2	-2
COc1ccc(NC(=O)C(C)Oc2ccc(/C(C)=N\O)cc2)cc1 (stereo not given)	-5%	0%	9%	-12%	nt	1%	3%	1	-7	-2
CCOCCCn1c(=N)c(C(N)=S)cc2c(=O)n3cccc(C)c3nc21	-18%	-40%	-47%	-6.5%	i	12%	-82%	0.9	5	0
O=C(O)c1ccc(N/N=C/c2ccc(OC(=O)c3ccccc3Cl)cc2)cc1	4%	-32%	46%	-3.0%	i	12%	-31%	1.1	-11	-13
CC(=O)Nc1cc2c(ccc3ccccc32)oc1=O	-25%	-8%	-39%	-11%	i	16%	-4%	1.1	1	7
COc1cccc(C(=O)NCc2ccc(N3CCN(C(=O)OC(C)(C)C)CC3)cc2)c1	2%	-6%	8%	-4.1%	i	4%	-6%	1.1	-13	-3
Cc1ccc(NC(=O)c2ccc(-n3cccn3)nc2)cc1	-8%	7%	11%	-4.2%	i	5%	51%*	1.1	-10	-7
COc1ccc(OCCCC(=O)Nc2cc([N+](=O)[O-])ccc2C)cc1	-4%	1%	-25%	0.4%	i	-4%	-4%	1.1	-5	6

Copied from the list.
Value for `CCOc1cc(NC(=S)NCCOC)c(OCC)cc1NC(=O)c1ccco1` under M17LAP inhibition: 3%
Value for `COc1ccc(-c2noc(CCC(=O)N(C)c3cccc(C)c3)n2)cc1` under M17LAP inhibition: 9%
Value for `Cc1csc2ncc(C(=O)N3CCCc4ccccc43)c(=O)n12` under TNAP activation fold: 1
Value for `COc1ccc(NC(=S)Nc2cccc(C(F)(F)F)c2)c(C)c1` under human PMI inhibition: -4%

Continuation.
SMILES	LYP phosphatase	human PMI inhibition	M17LAP inhibition	XIAP displacement	Yfh1-off respiration	M1AAP inhibition	human PMI inhibitors	TNAP activation fold	WT yeast gro inh	WT yeast gro inh mutant strain
CN(c1ccccc1)S(=O)(=O)c1ccc(NC(=O)c2ccc(-c3ccccc3)cc2)cc1	-1%	9%	3%	-4.5%	i	3%	9%	1.1	-9	-8
Cc1nc2sccc2c(=O)n1N	-7%	-8%	-3%	-2.2%	i	6%	-12%	1.2	-9	-12
COc1cc(NC(=O)C2COc3ccccc3O2)c(OC)cc1Cl (stereo not given)	-3%	4%	-3%	-9.1%	i	6%	9%	1.1	14	-6
Cc1nc2ncnn2c(C)c1CCC(=O)N1CC(C)CC(C)C1 (stereo not given)	-11%	-2%	15%	0.4%	i	3%	-7%	1.1	-8	-5
Cc1ccc(C(=O)NCc2ccco2)cc1Br	-12%	-4%	3%	-5.8%	i	4%	-5%	1.2	13	28
O=C1N=C(N2CCOCC2)S/C1=C\c1ccc(-c2ccccc2Cl)o1	7%	13%	-11%	-5.2%	i	4%	0%	1.1	-3	5
O=[N+]([O-])c1ccc(OCCCCN2CCCCC2)cc1	-1%	1%	12%	-3.9%	i	8%	-5%	1.1	0	8
Cn1c(=O)c2c(nc(NCc3ccccc3)n2C)n(C)c1=O	-4%	-17%	-1%	-1.6%	i	5%	-9%	1.1	12	3
COc1ccc(C(=O)ON=C2C=C(C)C(=O)C(C)=C2)cc1	-3%	10%	-6%	1.4%	i	-6%	40%	1.1	-6	-7
CCn1c(-c2ccc([N+](=O)[O-])cc2)n[nH]c1=S	-6%	-3%	10%	-3.8%	i	12%	-3%	0.9	8	-8
Cc1nc2ccccc2c(C)c1C(=O)c1ccc(F)cc1	7%	-13%	-7%	-17%	i	3%	-2%	1	1	-1
Cc1c(C(=O)NCC2CCCO2)sc2nc(-c3ccc(F)cc3)cn12 (stereo not given)	5%	14%	5%	-4.1%	i	2%	12%	1.1	6	-1
CCC(=O)N1CCCc2cc(S(=O)(=O)NCc3cccs3)ccc21	-3%	11%	-21%	-0.4%	i	8%	8%	1.1	-7	-7
COc1ccc(CCNC(=O)C2CCCN(S(=O)(=O)c3cccc4nonc34)C2)cc1OC (stereo not given)	-4%	2%	3%	-1.7%	i	11%	-3%	1.1	-15	11

Screening results (PubChem BioAssay)
